# Compound activity: PubChem, Sanford-Burnham Center for Chemical Genomics
# hIAP act: increases human intestinal alkaline phosphatase activity | activation factor at 10 µM | actives 0.16% (n = 330,000) | P09923 | purified human IAP, CDP-Star luminescence, 30 min; stronger effect = higher value; 1 = vehicle-only enzyme, 0 = enzyme-free background;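 active means activation factor of the enzyme at least 2-fold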; further: the source names both 10 and 20 µM as test concentration; values of inactives mirror those of a sister screen read the other way
# Target sequence (P09923 whole entry, looked up): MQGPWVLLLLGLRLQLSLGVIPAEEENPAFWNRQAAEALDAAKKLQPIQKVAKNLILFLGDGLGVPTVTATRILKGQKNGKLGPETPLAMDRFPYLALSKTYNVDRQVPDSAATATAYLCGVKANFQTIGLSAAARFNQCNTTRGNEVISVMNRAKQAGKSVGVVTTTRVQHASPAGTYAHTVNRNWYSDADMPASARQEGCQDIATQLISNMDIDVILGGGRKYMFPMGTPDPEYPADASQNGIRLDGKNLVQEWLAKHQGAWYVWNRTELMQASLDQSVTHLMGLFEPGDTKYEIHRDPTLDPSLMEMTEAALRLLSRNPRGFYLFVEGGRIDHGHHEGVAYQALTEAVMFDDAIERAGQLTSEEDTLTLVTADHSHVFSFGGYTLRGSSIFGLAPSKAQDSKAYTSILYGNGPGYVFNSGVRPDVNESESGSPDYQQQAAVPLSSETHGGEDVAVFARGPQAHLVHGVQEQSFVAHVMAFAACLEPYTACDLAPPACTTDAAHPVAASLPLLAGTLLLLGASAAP
# mIAP activ: mouse IAP activation. muIAP, CDP-Star luminescence, 30 min; stronger effect = higher value; 1 = vehicle-only enzyme signal, 0 = enzyme-free wells. actives 0.24% (n = 330,000). activation factor at 10 µM;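 active means activation factor of at least 2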; further: the source names both 10 and 20 µM as test concentration; values of inactives mirror those of a sister screen read the other way
#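 Assay system: mouse IAP enzyme / Compound: DMSO-dissolved test compounds / Timing: 30 min, room temperature / Measured by: luminescence from enzymatic CDP-Star hydrolysis / Control set: DMSO-only wells, enzyme-free buffer wells as negative control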
# mIAP block: blocks mouse intestinal alkaline phosphatase; purified mouse IAP, CDP-Star luminescence, 30 min; inhibition, % at 10 µM; actives 0.2% (n = 330,000);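 active means inhibition of at least 40% at 10 µM in the primary screen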;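 further: plate controls were DMSO with enzyme for no effect and no enzyme wells for full effect; values of inactives mirror those of a sister screen read the other way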
# NLRP3 yeast inh: NALP3 inhibition in yeast; inhibition, % at 10 µM; Yeast reconstituted NLRP3/ASC/caspase-1, beta-gal luminescence, 24 h; actives 0.39% (n = 330,000);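 active means inhibition of 50% or more; inactive means inhibition below 50%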;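 further: plate controls were induced DMSO wells for no effect and uninduced yeast grown without galactose for full effect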
# hIAP inh: human IAP inhibition; purified IAP, CDP-Star luminescence, 30 min; inhibition, % at 10 µM; actives 0.12% (n = 330,000); AID 2544;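 active means inhibition reaching a set limit with compound at 10 µM in the primary screen, cut at about 35% in these data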;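 further: plate controls were DMSO wells with enzyme for no effect and no-enzyme buffer wells for full effect; values of inactives mirror those of a sister screen read the other way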
# TIM10 inh: growth inhibitors of TIM10 yeast strain. S. cerevisiae TIM10 strain growth, BacTiter-Glo luminescence, 24 h. inhibition, % at 10 µM. actives 1.4% (n = 330,000);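 active means inhibition of 40% or more at the single tested concentration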;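 further: wild-type TIM10 isogenic control strain grown at permissive 25 °C; 0% = DMSO yeast wells and 100% = minimal medium wells without yeast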
# tim10-1 inh: inhibits growth of tim10-1 mutant yeast; S. cerevisiae tim10-1 ts strain growth, BacTiter-Glo, 24 h; inhibition, % at 20 µM; actives 2.2% (n = 330,000);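 active means inhibition of at least 40%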;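 further: mutant grown at 25 °C; 0% = DMSO wells with yeast and 100% = wells holding no yeast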
# ATG4B inh: blocks human ATG4B protease cleavage of LC3 substrate; Q9Y4P1; ATG4B cleavage of LC3-PLA2, NBD-HPC fluorescence, 1 h; inhibition, % at 8.33 µM; actives 0.51% (n = 340,000); AID 504462; in the data active means inhibition above about 40%
# Target sequence (Q9Y4P1 whole entry, looked up): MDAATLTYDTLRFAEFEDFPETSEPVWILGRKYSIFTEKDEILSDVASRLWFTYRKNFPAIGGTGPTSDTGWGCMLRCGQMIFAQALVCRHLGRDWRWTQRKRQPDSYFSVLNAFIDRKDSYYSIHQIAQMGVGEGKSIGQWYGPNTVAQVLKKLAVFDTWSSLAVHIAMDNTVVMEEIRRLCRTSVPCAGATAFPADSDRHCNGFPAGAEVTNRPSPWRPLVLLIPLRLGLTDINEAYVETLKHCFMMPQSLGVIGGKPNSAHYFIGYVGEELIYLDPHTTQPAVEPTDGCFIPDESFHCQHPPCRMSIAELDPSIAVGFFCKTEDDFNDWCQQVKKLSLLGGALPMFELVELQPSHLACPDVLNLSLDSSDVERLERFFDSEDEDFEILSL
# Apaf1 inhib: inhibitors of human Apaf-1 apoptosome | O14727 | inhibition, % at 20 µM | actives 0.71% (n = 330,000) | reconstituted apoptosome caspase-3 activity, DEVD-Rh110 fluorescence | AID 489030; active means inhibition of at least 40% at 20 µM;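 further: plate controls were DMSO wells for no effect and DEVD-CHO caspase inhibitor wells for full effect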
#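 Assay system – apoptosome proteins · Medium – Hepes buffer, pH 7.5 · Also added – cytochrome c with DEVD-Rh110 · Timing – 30 min compound preincubation, 50 min activation, room temperature · Detection – Rh110 fluorescence, excitation 480 nm, emission 540 nm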
# Numbers without * were called inactive.
SMILES,hIAP act,mIAP activ,mIAP block,NLRP3 yeast inh,hIAP inh,TIM10 inh,tim10-1 inh,ATG4B inh,Apaf1 inhib
COc1ccc(CCNC2CC(C)N(C)CC2C)cc1OC (stereo not given),1.09,0.955,4.5,-6.4,-9.2,-2.1,10.3,4.7,-7.1
COC(=O)c1ccc(CN2C(=O)c3ccccc3S2(=O)=O)cc1,0.773,0.972,2.8,23.1,22.7,-10.2,-10.2,4.5,-3.8
CC(=O)Nc1ccc(N)cc1,0.91,1.03,-2.7,7.7,9.0,-2.8,4.3,6.2,-11.4
COC(=O)C1N[C@@H]([C@@H](NC(=O)COc2ccccc2)C(=O)Nc2ccc(OC)cc2)SC1(C)C (stereo not given in full),0.916,1.06,-5.7,7.4,8.4,-11.0,4.6,-8.1,0.3
Cn1c(=O)c([N+](=O)[O-])c(NCc2ccc3c(c2)OCO3)c2ccccc21,1.08,0.909,9.1,20.4,-7.6,5.9,-14.2,-9.5,-7.5
C=CCn1c(N)c(C(=O)Nc2ccc(C)cc2)sc1=S,0.925,1,-0.5,8.4,7.5,-5.4,8.0,-4.2,-2.2
Cc1ccc(S(=O)(=O)N(CC(=O)Nc2ccc(Cl)c([N+](=O)[O-])c2)C2CCCCC2)cc1,0.871,0.722,27.8,11.9,12.9,4.8,20.1,15.8,0.5
CCN1CCN(C(=O)c2cc(-c3cccnc3)nc3ccc(Br)cc23)CC1,0.984,1.1,-9.8,-2.1,1.6,8.4,-2.9,1.8,10.3
Cc1[nH]c(=O)[nH]c(=S)c1C(=O)Nc1ccc(Cl)c(Cl)c1,0.889,0.921,7.9,34.9,11.1,15.1,5.7,4.7,2.2
COCCn1c(=S)[nH]c2cc(C(=O)N3CCN(c4ccc(F)cc4)CC3)ccc2c1=O,0.997,0.996,0.4,5.8,0.3,-20.6,17.1,-1.1,18.1
CC(C)(C)OC(=O)N1CCC(CNC(=O)c2ccc(F)cc2F)CC1,0.978,0.99,1.0,27.8,2.2,3.8,-4.2,-1.8,-15.4
O=C(O)c1cccc(Nc2nc(-c3cccnc3)nc3ccccc23)c1,0.903,0.896,10.4,8.9,9.7,9.0,1.7,2.6,4.3
O=C(Nc1ccncc1)c1ccc(C(=O)Nc2ccncc2)cc1,1.15,0.969,3.1,20.6,-15.0,-10.6,-0.5,-0.9,8.2
CC(C)N(C(=O)Cc1ccccc1[N+](=O)[O-])C(C)C,0.895,0.908,9.2,-4.3,10.5,-0.9,10.5,-0.7,-2.5
CC(=O)Nc1cc(S(=O)(=O)Nc2ccccc2C)c(C)cc1C,1.14,1.04,-3.8,-0.9,-13.5,4.5,5.4,-1.0,2.2
Cn1c(=O)c2c(nc(SCCCC#N)n2Cc2c(F)cccc2Cl)n(C)c1=O,0.978,1.11,-10.6,4.3,2.2,14.5,23.2,-10.3,0.6
CN(C)c1nc2c(c(=O)[nH]c(=O)n2C)n1CCOc1ccccc1,1.04,1.09,-8.9,2.7,-4.5,-5.9,-8.9,-5.5,1.8
O=C(NCCc1ccccc1)c1cc(-c2ccc3c(c2)OCO3)on1,0.997,0.972,2.8,12.0,0.3,1.6,-1.9,3.8,0.3
CCn1c(SC(C)C(=O)Nc2ccc(N3CCOCC3)cc2)nnc1-c1ccco1 (stereo not given),1.04,1.06,-6.4,4.5,-4.1,8.0,16.4,-7.0,2.2
CCc1ccc(NC(=O)CN(c2ccc3c(c2)OCO3)S(=O)(=O)c2c(C)noc2C)cc1,1.15,1.31,-31.5,-6.5,-14.8,7.4,11.5,-5.8,29.5
COC(=O)C1(C)NC(c2ccc(C)cc2)C2C(=O)N(c3ccc(F)cc3)C(=O)C21 (stereo not given),1.16,1.02,-1.6,12.7,-15.8,0.5,-0.7,2.8,0.8
Cc1ccc(S(=O)(=O)NC2c3cccc4cccc(c34)C2Sc2nncn2C)cc1 (stereo not given),1.11,0.994,0.6,11.6,-10.9,6.6,27.9,14.0,-7.9
COc1cc(OC)cc(-c2sc3ccc(OC)cc3c2C#CC2(N)CCCCC2)c1,0.811,1.05,-4.7,33.0,18.9,44.7*,43.6*,-17.7,67.2*
Cc1cc(OC(C)C(=O)NCCCN2CCCC2=O)c2c(C)c(C)c(=O)oc2c1 (stereo not given),1.27,0.974,2.6,8.3,-26.6,7.0,17.5,-1.4,7.9
CCN1C(=NCc2ccc(OC)cc2)N[C@@H](CCc2ccccc2)[C@H](C(=O)NCc2ccc(OC)cc2)[C@H]1C,0.926,1.82,-81.7,16.2,7.4,1.0,3.8,1.3,40.4*

# Next entries follow.
SMILES,hIAP act,mIAP activ,mIAP block,NLRP3 yeast inh,hIAP inh,TIM10 inh,tim10-1 inh,ATG4B inh,Apaf1 inhib
O=C(/C=C/c1ccc(Cl)cc1)NCCCn1ccnc1,1.22,0.993,0.7,12.0,-22.2,-22.9,0.5,0.8,9.9
O=C(O)C1CCCCC1C(=O)NCCCc1ccccc1 (stereo not given),0.913,0.895,10.5,6.2,8.7,1.8,9.5,-15.2,3.5
Cc1cc(C)cc(NC(=O)c2cccn2-c2ncc(C(F)(F)F)cc2Cl)c1,1.16,1.02,-2.5,16.0,-15.6,23.5,33.3,5.4,2.6
Cc1nc2ccccc2c(=O)n1-c1ccc(NS(=O)(=O)c2cc(F)ccc2F)cc1,1.08,0.965,3.5,-5.7,-8.0,20.6,9.2,0.8,7.7
Cc1ccc(C(=O)N2CCN3C(=O)c4ccccc4C23c2ccccc2)cc1 (stereo not given),1.02,0.911,8.9,2.4,-2.0,31.4,20.3,9.9,3.8
CN(C)c1ccc(C(O)P(=O)(OC2CCCCC2)OC2CCCCC2)cc1 (stereo not given),0.876,0.944,5.6,-18.4,12.4,23.8,20.8,-2.9,3.8
O=C1CN(C(=O)COC(=O)c2ccc(C(F)(F)F)cc2)c2ccccc2N1,0.892,0.966,3.4,18.8,10.8,14.5,10.1,-1.9,14.9
CC(C)c1ccc(NC(=S)N(C)CCc2ccccn2)cc1,1.11,1.03,-2.8,-7.1,-10.9,4.3,19.6,-0.6,-0.6
O=C(CN1CCC(NC(=O)Nc2ccccc2)CC1)Nc1ccc([N+](=O)[O-])cc1,1,1.03,-3.2,15.1,0.0,2.6,-33.9,-4.4,5.0
Cc1cc(=O)[nH]c2c(C)cc(S(=O)(=O)N3CCCCC3)cc12,1.2,1.04,-3.9,4.9,-19.8,-4.4,11.9,-7.8,-8.4
O=S(=O)(Nc1ccccc1F)c1ccc(Cl)nc1,1.05,1.04,-4.0,16.7,-4.7,7.4,10.6,-3.2,3.2
COc1ccc(NC(=O)CN2CCN(CC(=O)Nc3ccc(F)cc3)CC2)cc1Cl,0.862,1.03,-3.1,17.6,13.8,-7.5,7.9,-4.9,6.9
COc1cc([N+](=O)[O-])ccc1NC(=O)NNC(=O)CCc1ccccc1,1.35,0.853,14.7,25.4,-35.1,13.3,7.4,-10.8,2.3
COc1ccc(Br)cc1/C=N/NC(=O)CNC(=O)C1COc2ccccc2O1 (stereo not given),1,0.848,15.2,7.1,-0.3,13.2,28.5,11.9,20.5
O=c1oc2ccccc2c(CNc2ccccc2)c1[N+](=O)[O-],0.816,0.924,7.6,9.8,18.4,18.4,4.5,-2.5,22.7
C/C(=N\N=C1/NC(=O)C(C)S1)c1ccco1 (stereo not given),1.08,1.07,-6.6,2.0,-8.5,-3.6,14.1,-1.8,-20.5
OCC1(Cc2ccccc2)CCN(Cc2ccccn2)CC1,1,0.942,5.8,13.1,-0.1,-3.2,0.4,-8.3,-5.2
CCOc1ccc(-n2c(=O)c3ccccc3c3ccccc3c2=O)cc1,0.897,0.949,5.1,1.2,10.3,13.5,12.2,-3.5,-5.5
N/C(=N\O)c1ccc(NC(=O)c2cccs2)cc1,0.824,0.972,2.8,11.9,17.6,15.6,3.6,-8.4,1.8
OCCN1CCN(CC(O)COCCOc2ccc(Br)cc2)CC1 (stereo not given),0.969,1.09,-8.7,-0.6,3.1,-18.1,5.8,-2.3,4.3
COc1ccc(CC(=O)Nc2nc(-c3cccc([N+](=O)[O-])c3)cs2)cc1,0.976,0.931,6.9,16.9,2.4,-4.2,21.0,-6.0,-16.2
COc1ccc(-c2cc3cc(-c4cc(OC)c(OC)c(OC)c4)ccc3o2)cc1,1.23,0.974,2.6,7.0,-22.7,4.1,1.4,3.2,-1.5
CCNc1cc(Cl)nc(SC)n1,0.755,0.983,1.7,8.2,24.5,7.2,3.9,-6.3,2.7
Cc1cc(=O)[nH]c2c(C)cc(S(=O)(=O)Nc3ccc(O)cc3)cc12,1.07,1.03,-2.9,9.1,-7.2,-1.0,-13.6,-2.4,4.7
C=CCn1cccc(C(=O)Nc2ccc(C)cc2)c1=O,1.08,1.03,-3.1,16.4,-8.1,-4.4,21.4,6.0,8.1

# New compounds follow:
SMILES,hIAP act,mIAP activ,mIAP block,NLRP3 yeast inh,hIAP inh,TIM10 inh,tim10-1 inh,ATG4B inh,Apaf1 inhib
COc1cc(C)cc(CN2CCC(Cc3ccccc3)CC2)c1O,1.07,0.871,12.9,13.5,-6.7,3.9,0.9,-8.2,4.4
Nc1c(S(=O)(=O)c2ccccc2)nnn1-c1ccccc1,0.944,1.01,-1.2,-6.7,5.6,-0.4,-1.3,4.5,-6.3
CC1CCc2sc(NC(=O)c3ccc(N4C(=O)CCC4=O)cc3)c(C(N)=O)c2C1 (stereo not given),1.01,0.903,9.7,6.2,-1.3,8.9,18.5,1.5,8.3
CCOC(=O)[C@@H]1[C@H]2COc3cc(OC)ccc3[C@H]2N2C(=O)N(c3cccc(F)c3)C(=O)[C@]12C,1.1,1.04,-4.0,0.3,-10.3,-0.4,5.8,-0.8,18.5
COc1cc(CN2CCNC(=O)C2CC(=O)NC2CCC2)cc(OC)c1 (stereo not given),0.714,0.988,1.2,6.3,28.6,-5.0,14.4,7.6,-6.3
O=C(NC1CCCC1)C1CCCN(C(=O)Nc2ccccc2)C1 (stereo not given),0.868,1.01,-1.3,11.7,13.2,8.1,-8.5,-0.5,-6.3
